HCMV inh – blocks human cytomegalovirus replication | HFF cells, HCMV-luciferase reporter, 72 h; stronger effect = lower value | activity change, negative = inhibition, % at 57.5 µM | actives 4.5% (n = 410,000); in the data active means activity change below about -60%; inconclusive means no clear call, values can overlap the other calls; inactive means above about -39%
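Screen run at 2 compound doses on HFFs infected with reporter HCMV, MOI 1 PFU/cell. Luciferase activity from cell lysates at 72 h post infection gave inhibition relative to buffer-only and Salinomycin wells.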
LmPK inhibitor – blocks Leishmania mexicana pyruvate kinase activity | Q27686 | Potency, µM (highest dose often 57.5 µM), for inactives: at the highest dose activity change, negative = inhibition, usual class: inhibitors | actives 0.37% (n = 290,000) | purified LmPK, Kinase-Glo ATP luminescence, 1 h; further: potency means the concentration at half of the fitted maximal effect
Target sequence (Q27686 whole entry, looked up): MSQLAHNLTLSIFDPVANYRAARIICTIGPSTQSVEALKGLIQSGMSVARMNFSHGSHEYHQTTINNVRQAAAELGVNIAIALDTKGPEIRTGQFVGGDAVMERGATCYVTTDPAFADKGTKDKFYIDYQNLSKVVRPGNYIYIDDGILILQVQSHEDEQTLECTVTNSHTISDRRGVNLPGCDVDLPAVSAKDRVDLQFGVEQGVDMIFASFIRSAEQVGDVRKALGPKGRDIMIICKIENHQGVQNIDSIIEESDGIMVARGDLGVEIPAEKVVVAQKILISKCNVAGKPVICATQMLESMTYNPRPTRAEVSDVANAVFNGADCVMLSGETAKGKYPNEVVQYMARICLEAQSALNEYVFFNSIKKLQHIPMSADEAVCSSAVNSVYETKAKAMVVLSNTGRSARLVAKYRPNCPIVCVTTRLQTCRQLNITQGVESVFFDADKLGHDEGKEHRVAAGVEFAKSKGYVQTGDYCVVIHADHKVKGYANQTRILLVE
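qHTS format; LmPK 0.1 nM; substrates PEP 0.5 mM and ADP 0.1 mM. One-hour room-temperature incubation, then coupled luciferase luminescence; 0.5 nM enzyme wells mark activation.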
AmpC detergent – blocks E. coli AmpC beta-lactamase in detergent assay; P00811; AmpC hydrolysis of nitrocefin, absorbance 480 nm, 0.01% Triton; actives 0.041% (n = 370,000); AID 485294; Potency, µM (titrated, usually from 114 µM), for the others: at the highest dose activity change, negative = inhibition, hits mostly inhibitors;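 further: potency means the concentration at half of the fitted maximal effect; 0% = no-compound wells and -100% = no-enzyme wells; nearly all actives have a fitted effect of over 25% in size; some results filed as inactive show a strong effect at the top dose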
Target sequence (P00811 whole entry, looked up): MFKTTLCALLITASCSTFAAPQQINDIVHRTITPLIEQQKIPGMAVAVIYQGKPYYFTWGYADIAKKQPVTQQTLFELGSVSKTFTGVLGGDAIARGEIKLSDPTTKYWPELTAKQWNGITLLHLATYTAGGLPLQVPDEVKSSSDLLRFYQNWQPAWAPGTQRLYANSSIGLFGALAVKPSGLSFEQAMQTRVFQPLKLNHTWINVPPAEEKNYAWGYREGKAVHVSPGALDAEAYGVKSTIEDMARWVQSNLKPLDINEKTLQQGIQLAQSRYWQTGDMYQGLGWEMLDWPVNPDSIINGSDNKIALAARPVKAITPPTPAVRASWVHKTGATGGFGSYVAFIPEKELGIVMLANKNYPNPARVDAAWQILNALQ
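20 mM phosphate pH 7.0 + 0.01% (detergent screen) or 0.0001% Triton X-100; 5.3 nM AmpC reagent; cpd preinc 15 min RT; nitrocefin (800 uM stock) to start; A480 q20 s × 4 min; Activity was normalised to no-enzyme and no-compound control wells.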
AMA1-RON2 inh – disrupts binding of P. falciparum AMA1 to RON2 | AlphaScreen AMA1-biotinylated RON2 peptide binding | Potency, µM (series often up to 58.2 µM), inactives show top-dose activity change, negative = inhibition, hits mostly inhibitors | actives 0.2% (n = 360,000) | AID 720542;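 further: potency means the concentration at half of the fitted maximal effect; 0% = vehicle wells and -100% = peptide control; nearly all actives have a fitted effect of over 45% in size; some results filed as inactive show a strong effect at the top dose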
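AMA1 (3D7) with his tag at 25 nM final met compounds first, then biotinylated RON2 peptide at 25 nM; detection used donor plus acceptor beads, 10 µg/mL apiece, read by AlphaScreen after 30 min at room temperature.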
Sm TGR block – blocks Schistosoma mansoni thioredoxin glutathione reductase; Potency, µM (highest dose often 114 µM), without a hit: top-dose activity change, negative = inhibition, usual class: inhibitors; purified TGR, DTNB reduction, TNB absorbance 405 nm; actives 3% (n = 360,000); Q962Y6; AID 485364; further: potency means the concentration at half of the fitted maximal effect; nearly all actives have a fitted effect of over 60% in size
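First, TGR (20 nM dispensed) and NADPH were mixed with compound. Second, a 15 min room-temperature incubation followed. Third, further NADPH and then DTNB were added to start the reaction. Finally, TNB absorbance was monitored kinetically.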
Tb PYK inh – blocks Trypanosoma brucei pyruvate kinase. actives 0.12% (n = 410,000). Potency, µM (top dose mostly 76.8 µM), for the others: at the top dose activity, negative = inhibition, usual class: inhibitors. TbPYK enzyme, Kinase-Glo Plus ATP luminescence, 45 min. Q57TT1. AID 624173; further: potency means the concentration at half of the fitted maximal effect; nearly all actives have a fitted effect of over 50% in size
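Quantitative HTS: titrated library compounds versus trypanosomal pyruvate kinase in TEA buffer (pH 7.2) containing KCl, MgCl2, BSA and Tween-20. Reactions were initiated with ADP, 130 uM final. Kinase-Glo Plus luminescence was read after 45 min at RT.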
AmpC inh no detg – blocks E. coli AmpC beta-lactamase in detergent-free assay. AmpC nitrocefin hydrolysis, absorbance 480 nm, 0.0001% Triton. P00811. Potency, µM (top dose mostly 57.1 µM), without a hit: top-dose activity change, negative = inhibition, hits mostly inhibitors. actives 0.52% (n = 330,000). AID 485341;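 further: potency means the concentration at half of the fitted maximal effect; plate controls were no compound for no effect and no enzyme for full effect; nearly all actives have a fitted effect of over 20% in size; some results filed as inactive show a strong effect at the top dose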
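AmpC (5.3 nM in the dispensed reagent) in 20 mM phosphate pH 7.0 with 0.01% (detergent screen) or 0.0001% Triton X-100 was preincubated with compounds for 15 min at room temperature. Nitrocefin was then added from an 800 uM solution, and hydrolysis was followed at 480 nm.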
* hit, by the source's call; ? = inconclusive; . = not tested or not shown; & = joins results of further samples; [ ] = dose if it differs, or a comment. Unless noted, the call rests on the fitted dose curve; in most records, active means well fitted curve in the direction sought with a large enough effect; inconclusive means small, poorly fitted or top-dose-only effect, or another doubt; inactive means no such curve, though single readings can be large; an effect the other way counts as inactive or inconclusive. Unless noted, on the % scale 0 is the no-effect control and ±100 the full control effect. Compounds were not picked by outcome; 7.4% or so of the library scored in one or more.

Below each compound: HCMV inh | LmPK inhibitor | AmpC detergent | AMA1-RON2 inh | Sm TGR block | Tb PYK inh | AmpC inh no detg
CC(=O)Nc1ccc(S(=O)(=O)NCCC(=O)OCC(=O)NC(C)c2ccc(Cl)cc2)cc1 (stereo not given)
→ -19 | . | . | 4% | . | -6% | .
COc1cc2c(cc1OC)C(c1ccncc1)CC(=O)N2 (stereo not given)
→ 22 | -10% | -3% | -13% | 3% | 4% | -4%
O=S(=O)(/C=C/c1ccccc1)N1CCN(c2ccc(F)cc2)CC1
→ -13 | -1% | -15% | -4% | 13% | -8% | -14%
COc1ccc(C2=CC(=O)C[C@H](c3ccc(Cl)cc3)C2)cc1
→ 3 | . | 4% | 6% | -1% | 1% | -23%
FC(F)(F)c1nc2cc3nc4ccccc4[nH]c3cc2n1
→ 37 | ? | 1% | 7% | 3% | -19% | 25%
C=CCn1c(SCCCCCC)nc(O)cc1=O
→ -1 | 2% | 2% | 2% | 3% | -9% | -22%
COc1ccc(-c2nsc(SCC(=O)Nc3ccc4c(c3)OCO4)n2)cc1
→ -15 | 3% | ? | -3%[2.32 µM] | -8% | -2% | -8%
CCN1CCN(c2ccc([N+](=O)[O-])cc2C=C2C(=O)NC(=O)NC2=O)CC1
→ -14 | -6% | ? | -8%[2.32 µM] | 13µM* | 22µM* | -21%
CCC(C)c1ccc(S(=O)(=O)N2CCN(c3ccccn3)CC2)cc1 (stereo not given)
→ -13 | 11% | ? | 7% | -19% | -15% | -15%
CCCCOc1ccc(C(=O)NCC(c2ccc(Cl)cc2)N2CCOCC2)cc1 (stereo not given)
→ 6 | . | 11% | . | 0% | 1% | .
CCOc1cc(N2CCOCC2)c(OCC)cc1NC(=O)Cn1nc(C)c([N+](=O)[O-])c1C
→ -31 | . | -16% | -2% | -5% | 3% | 3%
COc1ccc2c(c1)c1c(c(=O)n(-c3ccc(F)c(Cl)c3)c(=O)n1CC(N)=O)n2C
→ 0 | . | 17% | . | 0% | -5% | .
Cc1cccc(N2CCN(C3CCCCC3NS(=O)(=O)c3ccccc3)CC2C)c1 (stereo not given)
→ . | -9% | -1% | -15% | -2% | -1% | 2%
Cc1ccccc1C(=O)NCC(c1ccc(N(C)C)cc1)N1CCCC1 (stereo not given)
→ 13 | . | 1% | . | -1% | -7% | .
COc1cccc(OC)c1OCCCN1CCC(Cc2ccccc2)CC1
→ -1 | -8% | -4% | -21% | -2% | 4% | 22%
CC(C)c1nnc(SCC(=O)Nc2ccc3c(c2)OCCO3)n1C
→ -32 | -11% | 3% | -8% | 9% | -20% | -6%
O=C(O)CCCN1C(=O)c2ccccc2Sc2ncccc21
→ -34 | 5% | -1% | -1% | 10% | -6% | -23%
Cc1cc(C)c(CN2CCN(C(=O)CC[C@H]3O[C@@H](n4cnc5c(NC(=O)c6ccccc6)ncnc54)[C@H](O)[C@@H]3O)CC2)c(C)c1
→ -9 | . | . | 52%[activator] | . | 3% | .
CCCCN(C)C(=O)c1coc(=O)c2ccccc12
→ 75 | -4% | 6% | -5% | 31% | -10% | 0%
CC(C)Cn1c(-c2ccco2)n[nH]c1=S
→ 1 | ? | -13% | 16% | 0% | ? | -10%
CN(C)c1nc(SCc2ccccc2)nc(N2CCOCC2)n1
→ 25 | 2% | -15% | 8% | 0% | 0% | 61%[activator]
CN(c1ccccc1)S(=O)(=O)c1ccc(C(=O)NNC(=O)c2ccccc2)cc1
→ 84 | . | -2% | 68%[activator] | 2% | -5% | -29%
O=C(NNC(=O)C1CCCCC1)c1ccncc1
→ 2 | 3% | ? | -5% | 14% | -2% | -6%
Cc1[nH]n(C(N)=S)c(=O)c1N=Nc1ccc2ccccc2c1
→ -6 | -4% | 0% | 37%[activator] | ? | -1% | -44%
CC(=O)C1=C(O)C(=O)N(c2ccc(Br)cc2)C1c1cccc(F)c1 (stereo not given)
→ 2 | -6% | 0% | -6% | -5% | -3% | -24%
Cc1ccccc1OCCC(=O)Nc1cccc(S(=O)(=O)Nc2ccccc2Cl)c1
→ ? | 6% | 0% | -3% | -18% | 0% | -3%
O=C(Oc1ccc(/C=N/NC(=O)c2ccco2)cc1)c1ccccc1
→ 0 | . | 1% | 0% | -13% | 1% | -8%
COC(=O)Cn1cc(/C=C/[N+](=O)[O-])c2ccccc21
→ 18 | 2% | -3% | 14% | -34% | -2% | -11%
COc1ccc(CCC(=O)Nc2cc(S(=O)(=O)N3CCCCC3)ccc2N(C)C)cc1
→ 0 | . | 3% | -8% | -14% | 0% | -6%
CC1(C)CC(=O)C=C(NCC(=O)O)C1
→ -23 | 1% | -12% | 37%[activator] | 1% | 3% | -6%
CCN(CC(=O)Nc1c(F)cccc1F)C(=O)CCSc1ccc(F)cc1
→ -22 | . | -10% | 17% | 2% | 3% | -16%
CCCCCN(C(=O)CCC(=O)OCC(=O)c1cccc(OC)c1)c1c(N)n(CCCC)c(=O)[nH]c1=O
→ 20 | -3% | 1% | -6% | 4% | -9% | 50%
CC1=C(C)[N+](=O)C2(O)CCCCC2(C)N1[O-] (stereo not given)
→ 39 | 1% | 11% | 0% | 19% | -3% | -24%
CN(C)CCNC(=O)c1cccc(-c2cc(NC=O)c3ncc(-c4cccc(C(F)(F)F)c4)n3c2)c1
→ -61* | . | . | -3% | . | -1% | .
Cc1cc(C)cc(C(=O)n2nc(C)c(S(=O)(=O)N3CCCCCC3)c2C)c1
→ -8 | . | 0% | . | -6% | -9% | .
Cc1csc(Sc2ccc([N+](=O)[O-])cc2C(=O)OCC(=O)NC2CCCC(C)C2C)n1 (stereo not given)
→ 47 | 3% | ? | -1% | -20% | -3% | -34%
CCn1c(SCC(=O)Nc2cc(C)on2)nnc1-c1c[nH]c2ccccc12
→ 53 | 12% | 16% | 25% | 12% | 0% | -31%
Cc1ccccc1NC(=O)Nc1cccs1
→ -2&7 | -1% | -8%&-5% | -3% | -18%&-26% | -7%&2% | -40%
Cc1cc(=O)[nH]c(SCC(=O)NC2CCCCCC2)n1
→ -6 | . | . | 5% | . | 0% | -15%
COc1ccc(NC(=O)NCCn2nnc3cc(S(=O)(=O)N(C)C)ccc32)cc1
→ 6 | . | -4% | . | 5% | -2% | .
COc1ccc(S(=O)(=O)N2CCN(C(=O)c3oc4ccccc4c3C)CC2)cc1
→ -1 | 3% | -3% | -5% | 5% | -1% | 57%
Cc1ccc(-n2nnnc2SCC(=O)N2CCCCC2)cc1
→ -16 | 0% | ? | -12% | -1% | -3% | -6%
CCOc1ccccc1NC(=O)NC1(C(=O)NCc2cccnc2)CCCCC1
→ 19 | 4% | 1% | -4% | 9% | 2% | -4%
CCn1c(C(=O)NCc2cccc(Br)c2)cc2oc3ccccc3c21
→ -82* | . | 10% | . | 4% | -10% | .
NS(=O)(=O)c1ccc(NC(=O)COC(=O)c2ccc([N+](=O)[O-])s2)cc1
→ 0 | 3% | 2% | -2% | 25µM* | 2% | -25%
CC(=O)c1cccn1S(=O)(=O)c1ccccc1
→ -22 | -6% | -10% | -3% | -4% | 1% | -14%
O=C(CCN1CCOCC1)Nc1ccccc1
→ 29 | 0% | -2% | -2% | -5% | 8% | -21%
CC#CCN1C=C(C(=O)OCC)C(C)N(Cc2ccc(Br)cc2)S1(=O)=O (stereo not given)
→ -3 | . | . | -7% | . | 1% | -44%
Nc1[nH]ncc1N=Nc1ccc(Cl)cc1
→ 160 | 0% | -4% | -9% | 3% | 5% | -19%
COc1ccccc1C1CCN(Cc2ccc(Cl)cc2Cl)CC1
→ -1 | -1% | -1% | -3% | -11% | -2% | -17%
COc1ccc(NC(=O)CSc2nc3ccccc3c(=O)n2CCNC(C)=O)cc1
→ -6 | 5% | -9% | -4% | 10% | -18% | 4%
Cc1ncc(/C=C2\C(=O)Nc3ccccc32)[nH]1
→ 17 | -12% | 12% | 10% | -27% | -4% | -10%
Cc1ccccc1Cn1nnc(-c2ccc(F)cc2)n1
→ -75* | 6% | 4% | 22% | 10% | 2% | -10%
Cc1ccc(-c2cc(=O)[nH]c3ccccc23)cc1
→ -5 | . | . | -3% | . | 3% | .
CC(C)C[C@H](NC(=O)[C@H](Cc1ccccc1)n1c(=O)[nH]c2ccccc2c1=O)C(=O)N1CCC[C@H]1C(=O)O
→ 0 | -10% | ? | 15% | -11% | 2% | -15%
NC(=O)CCc1c[nH]c2ccccc12
→ 26 | -14% | 4% | 7% | 2%[11.4 µM] | -4% | -16%
COc1ccc2[nH]c(C)c(CCN3CCC(=O)C(C)C3C)c2c1 (stereo not given)
→ 22 | -2% | 4% | -8% | ? | 2% | 8%
CC(=O)N1CCN(C(=O)c2cc(C)oc2C)CC1
→ -2 | . | . | 3% | . | 1% | -15%
CC(=O)c1cc2c(cc1NC(=O)CCc1c(C)nc3ncnn3c1C)OCO2
→ 12 | . | ? | 3%[11.6 µM] | -5% | -5% | -5%
Cn1cnnc1Sc1ccc(/C=C(\CCC(=O)O)c2nc3ccccc3s2)cc1[N+](=O)[O-]
→ -1 | 4% | -3% | -22% | -21% | 10% | 77%[activator]

Following part.
Below each compound: HCMV inh | LmPK inhibitor | AmpC detergent | AMA1-RON2 inh | Sm TGR block | Tb PYK inh | AmpC inh no detg
O=C(Nc1ccc(N2CCOCC2)c(Cl)c1)c1c(F)c(F)c(F)c(F)c1F
→ -27 | 1% | -9% | 0% | 2% | 37%[activator] | -20%
CCOC(=O)c1cccc(NC(=S)NCc2ccc(C)cc2)c1
→ 0 | -1% | 10% | 28% | -29% | -4% | -29%
COc1ccccc1NC(=O)Nc1nc(CC(=O)NC2CCCC2)cs1
→ -29 | . | ? | 4% | 3% | 0% | -25%
O=C(O)CCNC(=O)COc1ccc2c3c(c(=O)oc2c1)CCCC3
→ -8 | -2% | 0% | -7% | -7% | 11% | -5%
Cc1cc(C(=O)CSc2nnc(-c3cccnc3)n2-c2ccccc2)c(C)n1CC1CCCO1 (stereo not given)
→ 24 | -10% | -1% | -9% | -29% | -3% | 105%[activator]
COc1ccc(C(=O)Oc2ccc(C(=S)N3CCCC3)cc2)cc1OC
→ . | 3% | -20% | . | 3% | . | -20%
C[C@H](O)Cc1cc2ccccc2c(=O)o1
→ -20 | . | . | 1% | . | -1% | -3%
COc1ccccc1-c1ccc(NC2CCCC2)nn1
→ 88 | -16% | -5% | -2% | 2% | -6% | -31%
Cn1c(SCC(=O)N2CCCC2=O)nnc1-c1ccccc1F
→ -2 | -1% | 9% | 13% | -4% | -3% | -2%

Compound activity as filed in PubChem BioAssay.
